Assay outcomes deposited in PubChem BioAssay by Sanford-Burnham Center for Chemical Genomics.
NR3A LBD binder – NR3A (human) ligand-binding domain modulation | hit rate 2.5% among 340,000 | NR3A LBD differential scanning fluorimetry, Tm shift; 0% = protein alone, 100% = glycine-bound protein | Tm shift relative to glycine control, % at 25 µM;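 active = melting temperature shift of at least 10% of the positive control shift, at one fixed dose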
CCR6 antag – antagonists of human CCR6 receptor. P51684. hit rate 0.49% among 340,000. inhibition, % at 20 µM. AID 493098. CHO-K1 CCR6 PathHunter beta-arrestin, luminescence, CCL20-stimulated;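 active = compounds whose inhibition of the agonist-driven luminescence signal at 20 µM reaches about 50%, limit read from the data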;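 note: cells stimulated with CCL20 at 14 nM final; plate controls were DMSO with CCL20 for no effect and DMSO without agonist for full effect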
Target sequence (P51684 whole entry, looked up): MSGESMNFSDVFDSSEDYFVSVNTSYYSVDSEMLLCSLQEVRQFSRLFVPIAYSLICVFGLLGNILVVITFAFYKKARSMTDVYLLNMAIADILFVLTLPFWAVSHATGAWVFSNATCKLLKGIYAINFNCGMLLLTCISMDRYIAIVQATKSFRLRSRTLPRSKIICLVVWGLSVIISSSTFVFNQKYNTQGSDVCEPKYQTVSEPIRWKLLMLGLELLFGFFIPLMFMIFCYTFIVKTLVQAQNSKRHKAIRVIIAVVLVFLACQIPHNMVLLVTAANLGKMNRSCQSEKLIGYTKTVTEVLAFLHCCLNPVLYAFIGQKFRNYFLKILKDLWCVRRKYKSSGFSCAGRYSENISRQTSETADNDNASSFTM
APOBEC3G inh – inhibitors of human APOBEC3G DNA deaminase. inhibition, % at 20 µM. recombinant A3G, ssDNA deamination FAM/TAMRA fluorescence. Q9HC16. hit rate 0.28% among 330,000;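 active = inhibition of at least 40% at 20 µM, with no more than 30% in the related APOBEC3A deaminase screen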;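 note: plate controls were DMSO wells with A3G for no effect and wells lacking A3G enzyme for full effect; some compounds called inactive have numbers as strong as hits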
Gli-Sufu block – antagonists of Gli-Sufu signaling; Sufu-KO-LIGHT fibroblasts, Gli luciferase reporter luminescence; inhibition, % at 5 µM; hit rate 0.74% among 340,000; AID 588413;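 active = inhibition above about 55%, limit read from the data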;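 note: 0% = DMSO-treated cells and 100% = wells with medium but no cells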
APOBEC3A inh – human APOBEC3A DNA deaminase inhibition. recombinant A3A, FAM/TAMRA ssDNA deamination fluorescence. inhibition, % at 20 µM. hit rate 0.41% among 330,000;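 active = at least 40% inhibition at 20 µM here, with at most 30% in a related deaminase screen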;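 note: plate controls were A3A with DMSO for no effect and wells lacking A3A enzyme for full effect; some results filed as inactive read as strong as hits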
Target sequence (P31941 whole entry, looked up): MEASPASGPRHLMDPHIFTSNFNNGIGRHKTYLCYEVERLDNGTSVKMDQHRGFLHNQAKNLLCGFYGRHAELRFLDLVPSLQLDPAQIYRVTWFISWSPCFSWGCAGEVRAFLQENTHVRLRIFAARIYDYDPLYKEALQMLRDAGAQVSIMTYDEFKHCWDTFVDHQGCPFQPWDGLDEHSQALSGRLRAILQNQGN
CXCR6 block – blocks human CXCR6 beta-arrestin recruitment; AID 602244; inhibition, % at 20 µM; hit rate 0.36% among 360,000; CHO-K1 PathHunter CXCR6 beta-arrestin, luminescence; in the data active = inhibition above about 34%, passing the limit was not always enough;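 note: antagonist mode with CXCL16 agonist at 10 nM final; 0% = 10 nM CXCL16 with DMSO and 100% = unstimulated wells without agonist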
Target sequence (O00574 whole entry, looked up): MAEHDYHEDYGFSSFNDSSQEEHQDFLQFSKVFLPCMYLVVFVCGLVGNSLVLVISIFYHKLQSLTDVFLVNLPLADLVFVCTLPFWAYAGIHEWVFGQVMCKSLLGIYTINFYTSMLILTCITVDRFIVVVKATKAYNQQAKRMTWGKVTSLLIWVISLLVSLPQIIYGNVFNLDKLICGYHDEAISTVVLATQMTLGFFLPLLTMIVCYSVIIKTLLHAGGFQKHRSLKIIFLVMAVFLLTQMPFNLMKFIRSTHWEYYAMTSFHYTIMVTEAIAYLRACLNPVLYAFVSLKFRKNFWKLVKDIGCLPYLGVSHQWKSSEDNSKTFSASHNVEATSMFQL
EBI2 block – blocks human EBI2 receptor beta-arrestin signaling. P32249. EBI2 beta-arrestin recruitment, luminescence, 7a,25-OHC stimulated. inhibition, % at 5 µM. hit rate 0.81% among 360,000. AID 651636; in the data active = inhibition above about 38%;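 note: enzyme fragment complementation signal reports receptor beta-arrestin coupling in cells; 0% = agonist plus DMSO wells and 100% = wells without agonist; some results beyond the cut were filed as inactive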
MPTP inh – blocks calcium-induced mitochondrial swelling; isolated mouse mitochondria, Ca2+ swelling absorbance, 30 min; AID 602449; hit rate 1.4% among 360,000; inhibition, % at 10 µM;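 active = inhibition of 50% or more, scaled per plate between neutral and stimulator controls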;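 note: 0% = DMSO wells given calcium and 100% = 1 mM EGTA wells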
* hit, by the source's call; & = joins results of further samples.

SMILES,NR3A LBD binder,CCR6 antag,APOBEC3G inh,Gli-Sufu block,APOBEC3A inh,CXCR6 block,EBI2 block,MPTP inh
CCOC(=O)c1sc(NC(=O)c2cc3n(n2)C(C(F)(F)F)CC(c2ccccc2)N3)c(C(=O)OCC)c1C (centres undefined),-1,-3,-10,-4,-1,-3,-3,-1.4
COc1ccc(OC)c(S(=O)(=O)NCc2ccccn2)c1,2,-6,-3,4,-2,-6,5,0.2
Cc1cc(=O)[nH]c(-c2ccc(Cl)cc2)n1,0,-3,-3,8,-1,3,-7,8.6
Cc1c(C(=O)N/N=C/c2cccs2)nc2ccccn12,-1,1,2,-6,1,2,-12,2.0
CCCC(C(=O)NC1CCCC1)N(Cc1ccc2c(c1)OCO2)C(=O)c1snc(C(N)=O)c1N (centres undefined),-1,-4,-11,5,-3,0,10,-0.7
Cc1ncsc1C(=O)Nc1cccc(C(F)(F)F)c1,27*,-1,3,8,2,-11,-2,0.6
COc1ccc(CNC(=O)CSc2nc(SC)ns2)cc1,-3,6,-5,-3,-2,-7,6,3.8
CCOC(=O)C1CCCN(C(=O)c2cc3c(=O)n4ccccc4nc3s2)C1 (centres undefined),0,12,-5,-8,-5,-6,0,-0.6
Cn1c(C(=O)NN)cc2cc(OCc3ccccc3)ccc21,-2,-9,-7,-8,2,-4,1,0.3
Cc1cccc(CN2CCCC(C(=O)N3CCCCC3)C2)c1 (centres undefined),0,3,-10,7,-5,-8,-9,1.0
Cc1csc(SCC(=O)N(C)c2c(N)n(Cc3ccccc3)c(=O)[nH]c2=O)n1,0,9,-4,-19,1,-4,-10,-0.2
COc1ccc(-c2nc(SC(C)C(=O)c3c(N)n(C)c(=O)n(C)c3=O)n[nH]2)cc1 (centres undefined),1,-3,-8,2,3,0,6,-1.9
O=C(c1cc2ccccc2oc1=O)N(Cc1cccs1)Cc1cccs1,0,-2,-6,6,-6,-21,4,-0.1
S=C(Nc1ccc(Br)cc1Cl)NC1CCN(Cc2ccccc2)CC1,-11,4,-4,30,-7,-11,-5,19
CCN(CC)C(=O)c1[nH]cnc1C(=O)Nc1cccc(C)c1,0,0,-10,26,-7,2,-5,-0.6
COc1ccc(CCn2ccc(O)c(Cc3c(F)cccc3Cl)c2=O)cc1OC,-2,4,-7,0,-1,22,2,0.0
Cc1ccc(S(=O)(=O)Nc2cc(C(F)(F)F)ccc2N2CCOCC2)c(C)c1,-7,9,-5,27,-2,-4,-8,0.7
O=c1[nH][nH]c(C(F)(F)F)c1/C=N/N1CCOCC1,-1,-14,-6,6,-3,0,3,0.5
Cc1cc(C)c(NC(=O)COC(=O)CCc2ccc(S(=O)(=O)N3CCCCC3)cc2)c(C)c1,-16,15,7,-14,-2,5,-4,1.8
COc1ccc(OC)c(C(=O)COC(=O)C(CCSC)NC(=O)COc2ccccc2)c1 (centres undefined),4,24,-5,-3,0,0,13,-0.3
Cc1nsc2c1ccc1ccccc12,0,-9,-5,-10,-2,-5,-9,-0.6
COc1ccccc1-c1ocnc1C(=O)N1CCN(S(=O)(=O)c2ccc(NC(C)=O)cc2)CC1,0,18,-6,-14,-1,-3,14,0.1
C1=CCN(Cc2ccccc2)C1,1,-20,-4,-17,-1,1,6,-1.9
CN(CC(=O)Nc1ccc(Cl)c(C(F)(F)F)c1)C(=O)c1ccc2c(c1)NC(=O)CS2,-3,5,-3,-14,8,-13,2,0.5
O=S(=O)(NCCc1ccccc1)c1ccc(-n2cnnn2)cc1,2,-5,-7,54,-1,-3,1,0.3
CCN(Cc1ccccc1)C(=O)COC(=O)CNC(=O)c1ccc(C)s1,-1,10,-4,-25,3,-7,-1,-0.1
C=CCNC(=O)CC(=O)N/N=C/c1ccc(F)cc1,-3,0,-8,-4,-3,-10,-2,0.4
Cc1ccccc1OCC(=O)N(CC(C)C)c1c(N)n(CC(C)C)c(=O)[nH]c1=O,-1,0,5,-9,0,5,-7,0.3
CCCCCCCc1n[nH]c(=S)n1Cc1ccccc1,0,7,-7,6,-4,12,-3,11
CCOC(=O)N1CCC(NC(=O)C(NS(=O)(=O)c2ccc3c(c2)CCN3C(=O)CC)C(C)C)CC1 (centres undefined),-1,-4,-5,2,0,-6,-9,-0.2
COc1ccccc1/C=C/C1(C(=O)NC2CCCC2)CC(=O)N1c1ccc(C)cc1 (centres undefined),-2,3,0,2,6,12,10,1.7
CCc1nc(Nc2ccc(F)cc2)c2oc3ccccc3c2n1,7,-11,-5,5,-2,-9,15,1.4
Cn1c(=O)c2c(nc(N3CCN(Cc4ccccc4)CC3)n2CC(=O)c2ccccc2)n(C)c1=O,1,11,-1,4,3,16,10,-1.6
C=CCn1c(C)cc(C2=NNC(=NCC)SC2)c1C,-1,12,-1,93*,-2,-9,-6,2.7
O=C(CCS(=O)(=O)c1ccccc1)N1CCN(c2ccccc2)CC1,-1,4,-1,-51,-1,-1,-4,-0.5
COc1cccc(CNc2ncnc3cc(OC)c(OC)cc23)c1,3,10,-8,8,-3,-12,-1,-3.7
Cc1cccc(NS(=O)(=O)c2ccc(C)c(C(=O)NCc3ccncc3)c2)c1,-4,-7,-2,-3,2,0,-14,0.0
CS/C(=N\S(=O)(=O)c1cccs1)Nc1ccc(Br)cc1F,-4&-7,9&17,-6,10&2,-1,4&-4,-4&-9,2.0&13
O=c1[nH]c2cc3c(cc2cc1CN(CCN1CCOCC1)C(=S)NCC1CCCO1)OCO3 (centres undefined),1,9,-9,-5,-1,4,0,-0.7
CCCCN1C(C(=O)Nc2ncccn2)=C(O)c2ccccc2S1(=O)=O,0,7,-5,-2,5,6,2,-2.1
Nc1n[nH]c(-c2cccc([N+](=O)[O-])c2)n1,-1,1,-6,1,-1,0,-10,0.9
Cc1cc(C(=O)O)cc(S(=O)(=O)NNC(=O)c2cccs2)c1C,2,-7,-6,-1,-3,0,-7,-0.2
CC(CNS(=O)(=O)c1ccccc1)Sc1ncccn1 (centres undefined),-3,-4,1,1,1,-4,-6,0.7
O=C(COC(=O)C1(c2ccccc2F)CCCC1)N1CCNC1=O,-2,-9,-3,19,4,2,1,-0.5
Cc1cc(NC(=O)c2ccc(COc3ccccc3Cl)o2)no1,-1,-11,0,4,-4,-2,2,-3.2
CC(C)C(=O)NC(=S)Nc1ccc(S(=O)(=O)NC2CCCCC2)cc1,4,16,-8,13,-5,-4,5,-2.2
CCc1nnc(NS(=O)(=O)c2ccc(N/C=C/C(=O)c3ccc(C)cc3)cc2)s1,-8,12,-5,-5,-4,7,2,-24
CCCn1cc(S(=O)(=O)CC(=O)N2CCc3ccccc32)c2ccccc21,-3,11,-6,2,-6,-2,6,2.0
COc1ccc(-n2c(SCC(=O)N3CCOCC3)nc(O)c(Cc3ccccc3)c2=O)cc1,0,17,-1,-8,-3,4,2,-1.1
Cn1c(NCCCN2CCOCC2)nc2c1c(=O)n(Cc1ccc(Cl)cc1)c(=O)n2C,0,-5,-7,-1,-3,-1,8,-1.1

Ten consecutive entries from above:
SMILES,NR3A LBD binder,CCR6 antag,APOBEC3G inh,Gli-Sufu block,APOBEC3A inh,CXCR6 block,EBI2 block,MPTP inh
CCCCN1C(C(=O)Nc2ncccn2)=C(O)c2ccccc2S1(=O)=O,0,7,-5,-2,5,6,2,-2.1
Nc1n[nH]c(-c2cccc([N+](=O)[O-])c2)n1,-1,1,-6,1,-1,0,-10,0.9
Cc1cc(C(=O)O)cc(S(=O)(=O)NNC(=O)c2cccs2)c1C,2,-7,-6,-1,-3,0,-7,-0.2
CC(CNS(=O)(=O)c1ccccc1)Sc1ncccn1 (centres undefined),-3,-4,1,1,1,-4,-6,0.7
O=C(COC(=O)C1(c2ccccc2F)CCCC1)N1CCNC1=O,-2,-9,-3,19,4,2,1,-0.5
Cc1cc(NC(=O)c2ccc(COc3ccccc3Cl)o2)no1,-1,-11,0,4,-4,-2,2,-3.2
CC(C)C(=O)NC(=S)Nc1ccc(S(=O)(=O)NC2CCCCC2)cc1,4,16,-8,13,-5,-4,5,-2.2
CCc1nnc(NS(=O)(=O)c2ccc(N/C=C/C(=O)c3ccc(C)cc3)cc2)s1,-8,12,-5,-5,-4,7,2,-24
CCCn1cc(S(=O)(=O)CC(=O)N2CCc3ccccc32)c2ccccc21,-3,11,-6,2,-6,-2,6,2.0
COc1ccc(-n2c(SCC(=O)N3CCOCC3)nc(O)c(Cc3ccccc3)c2=O)cc1,0,17,-1,-8,-3,4,2,-1.1

(listing goes on)
SMILES,NR3A LBD binder,CCR6 antag,APOBEC3G inh,Gli-Sufu block,APOBEC3A inh,CXCR6 block,EBI2 block,MPTP inh
O=C(NCCOCc1ccc(Cl)cc1)c1ncn[nH]1,-2,-15,0,84*,1,1,-13,-19
CCOc1ccc2[nH]c3c(N4CCc5ccccc5C4)ncnc3c2c1,2,-6,-5,23,-3,4,26,37
COCCNC(=S)NNC(=O)c1cc(C2CC2)nc2ccccc12,-1,4,-9,-7,-6,7,-6,-0.8
COc1cc(/C=C2/C(=N)N3N=C(CC(=O)N4CCOCC4)SC3=NC2=O)ccc1OCc1ccc(F)cc1,-3,8,0,-27,-1,2,0,2.4
COC(=O)CN1C(=O)C2(C(C#N)=C(N)Oc3n[nH]c(-c4cccs4)c32)c2ccccc21 (centres undefined),0,-12,-6,-4,-2,10,-9,-0.7
COc1ccc(C)cc1NC(=O)COC(=O)c1ccc([N+](=O)[O-])o1,1,-16,-1,-1,3,-10,-10,-4.2
CCOC(=O)CCc1c(C)nc2c(c(C)nn2C(C)(C)C)c1C,3,17,-7,9,-5,3,3,-2.4
O=C(CSc1nnc(COc2ccccc2)o1)c1ccccc1,-1,-6,-4,-19,-2,-1,2,1.6
O=c1c2ccccc2[nH]c(=S)n1Cc1ccccc1,0,5,-5,10,-3,7,12,0.3
O=C(CSc1ccccn1)Nc1nc2ccccc2s1,-1,0,-6,-28,0,0,12,-0.8
